CDK5 inh: blocks human CDK5/p35 kinase activity; Q00535+Q15078; Recombinant CDK5/p35, ADP-Glo luminescence, 60 min; hit rate 0.01% among 330,000; inhibition, % at 10 µM;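 active = highest replicate inhibition of at least 50% and at least 75% of replicates reaching 50%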;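 also: plate controls were DMSO neutral control for no effect and GW8510 at 10 µM for full effect; many of its hits are not listed in these tables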
Target sequence (Q00535 whole entry, looked up): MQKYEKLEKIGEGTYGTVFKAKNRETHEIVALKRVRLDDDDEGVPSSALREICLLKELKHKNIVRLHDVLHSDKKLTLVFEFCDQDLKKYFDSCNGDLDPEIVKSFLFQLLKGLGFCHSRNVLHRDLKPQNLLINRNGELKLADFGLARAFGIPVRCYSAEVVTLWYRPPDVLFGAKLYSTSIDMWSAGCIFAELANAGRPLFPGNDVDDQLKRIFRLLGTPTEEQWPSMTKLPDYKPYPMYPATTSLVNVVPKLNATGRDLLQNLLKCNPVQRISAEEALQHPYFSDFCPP
Target sequence (Q15078 whole entry, looked up): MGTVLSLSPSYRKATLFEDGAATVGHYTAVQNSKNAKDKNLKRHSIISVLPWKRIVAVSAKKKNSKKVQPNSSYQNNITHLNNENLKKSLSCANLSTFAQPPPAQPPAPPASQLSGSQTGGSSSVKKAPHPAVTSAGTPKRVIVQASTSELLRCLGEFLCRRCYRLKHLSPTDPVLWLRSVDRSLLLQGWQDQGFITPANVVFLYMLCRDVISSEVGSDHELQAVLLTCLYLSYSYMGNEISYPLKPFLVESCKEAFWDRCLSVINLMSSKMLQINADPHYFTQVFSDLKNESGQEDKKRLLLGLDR
dFosB act: activators of mouse delta FosB homodimer | P13346 | purified delta FosB, TAMRA-CDK5 oligo fluorescence polarization; percent of positive-control signal above neutral wells | activation, % at 25 µM | hit rate 0.99% among 340,000 | AID 493131;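 active = mean activation above about 17%, with every replicate also reaching it, limit read from the data, passing the limit was not always enough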;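 also: fluorescence polarization rise as delta FosB binds a TAMRA Cdk5 AP-1 oligo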
Target sequence (P13346 whole entry, looked up): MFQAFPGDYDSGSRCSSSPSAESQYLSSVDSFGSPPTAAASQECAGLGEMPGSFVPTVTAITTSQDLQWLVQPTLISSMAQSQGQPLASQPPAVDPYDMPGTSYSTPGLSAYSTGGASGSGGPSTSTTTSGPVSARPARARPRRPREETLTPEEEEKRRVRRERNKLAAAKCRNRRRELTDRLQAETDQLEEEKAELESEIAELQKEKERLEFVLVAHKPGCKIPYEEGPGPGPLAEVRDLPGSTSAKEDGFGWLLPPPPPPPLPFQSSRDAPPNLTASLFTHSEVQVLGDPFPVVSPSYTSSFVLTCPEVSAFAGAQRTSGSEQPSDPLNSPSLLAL
PvdQ acylase: P. aeruginosa PvdQ acylase inhibition. purified PvdQ acylase, fluorescence plate reader. inhibition, % at 10 µM. hit rate 0.063% among 340,000; in the data active = inhibition above about 30%, passing the limit was not always enough;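 also: 0% = vehicle neutral wells and 100% = reference inhibitor wells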
HTR5A ag ctr: counter-screen for OPRM1-OPRD1 agonists: human HTR5A agonism. P47898. HTR5A agonist assay, luminescence, cell-based. activation, % at 9.3 µM. hit rate 0.61% among 340,000. AID 504692; in the data active = activation mostly above about 9.5%, no sharp cut-off; inactive = mostly below about 7.6%;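 also: 0% = cells with vehicle only and 100% = reference agonist; strong numbers were not always called active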
MITF TRPM1 HTS: increases MITF-driven TRPM1 promoter luciferase signal. activation, % at 12.5 µM. hit rate 0.75% among 300,000. AID 588334. SK-MEL-5 TRPM1-promoter luciferase, 24 h; % of positive control, neutral wells = 0;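 active = mean activation of at least 80% with every replicate also reaching 80%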;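 also: 0% = neutral control wells and 100% = parthenolide positive control wells; values of inactives mirror those of a sister screen read the other way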
HTR5A inv ctr: HTR5A inverse agonism, opioid heterodimer counter-screen. P47898. HTR5A cell line, luminescence. inhibition, % at 9.3 µM. hit rate 0.083% among 340,000. AID 504634; in the data active = inhibition mostly above about 23%, no sharp cut-off; inactive = mostly below about 18%;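 also: 0% = cells with DMSO and 100% = no-cell wells with DMSO; some compounds called inactive have numbers as strong as hits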
SR-BI DiI inh: blocks mouse SR-BI lipid uptake from DiI-HDL | ldlA[mSR-BI] CHO cells, DiI-HDL uptake fluorescence, 3 h | inhibition, % at 12.5 µM | hit rate 0.96% among 320,000;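 active = mean replicate inhibition of at least 70% and a set share of replicates each scoring 70 or more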;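 also: 0% = median of neutral control wells and 100% = median of positive control wells; values of inactives mirror those of a sister screen read the other way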
Wnt act: Wnt/beta-catenin pathway activation; Wnt/beta-catenin reporter cell assay, activator, plate reader; activation, % at 9.35 µM; hit rate 1.2% among 300,000; in the data active = activation above about 30%, passing the limit was not always enough;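 also: 0% = neutral control wells and 100% = positive control wells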
V-ATPase pH: regulators of yeast V-ATPase proton transport. S. cerevisiae, pHLuorin cytosolic pH fluorescence. response, % at 10 µM. hit rate 0.37% among 350,000; in the data active = response mostly above about 7.3%, no sharp cut-off; inactive = mostly below about 5.4%; also: actives read high; inactives centre near 0; some compounds called inactive have numbers as strong as hits; reference of the scale not given here
NSD2 inh: inhibitors of human histone methyltransferase NSD2 | O96028 | NSD2 peptide methylation, AlphaScreen, 120 min | inhibition, % at 12.5 µM | hit rate 0.54% among 310,000; in the data active = inhibition above about 50%
The depositor's hits bear a star; nt = not tested or not shown.

#1 O=C1c2ccccc2NC(c2ccc(-c3ccc(Br)cc3)o2)N1O (centres undefined)
#2 Cc1cc2ccccc2c(=O)n1CC(=O)Nc1ccc2c(c1)OCCO2
#3 Cc1ccc(OCCn2c(=S)[nH]c3c(N)ncnc32)cc1
#4 Cn1c(=O)[nH]c(=O)c2c1nc(N)n2Cc1ccccc1
#5 COc1ccc(-c2cc(C(=O)Nc3cccnc3)no2)cc1OC
#6 Cc1cccc(NS(=O)(=O)c2ccc(C(=O)NCC(c3ccccc3)N(C)C)cc2)c1C (centres undefined)
#7 Cc1cc(S(=O)(=O)NC(C)C)ccc1OCC(=O)Nc1ccc2c(c1)OCCO2
#8 COCCNC(=S)NNC(=O)CSCc1ccc(Cl)cc1Cl
screen / no.,1,2,3,4,5,6,7,8
CDK5 inh,-0.4,-0.9,0.4,-1.6,-0.4,2.2,0.2,-1.5
dFosB act,-3,19*,-4,1,8,-11,-3,-5
PvdQ acylase,-8,-17,6,10,0,-11,0,5
HTR5A ag ctr,-2,6,1,-3,-4,-4,0,1
MITF TRPM1 HTS,-3,4,-8,18,87*,2,1,2
HTR5A inv ctr,6,12,-2,10,-16,3,1,15
SR-BI DiI inh,-2,5,-19,-28,18,2,-11,28
Wnt act,-2,nt,-1,8,29,1,-16,0
V-ATPase pH,1,2,-1,-1,-1,3,3,-2
NSD2 inh,2,-3,-3,-2,21,3,-7,0

Random excerpt: 3 entries already listed, in no set order.
#7 Cc1cc(S(=O)(=O)NC(C)C)ccc1OCC(=O)Nc1ccc2c(c1)OCCO2
#4 Cn1c(=O)[nH]c(=O)c2c1nc(N)n2Cc1ccccc1
#2 Cc1cc2ccccc2c(=O)n1CC(=O)Nc1ccc2c(c1)OCCO2
screen / no.,7,4,2
CDK5 inh,0.2,-1.6,-0.9
dFosB act,-3,1,19*
PvdQ acylase,0,10,-17
HTR5A ag ctr,0,-3,6
MITF TRPM1 HTS,1,18,4
HTR5A inv ctr,1,10,12
SR-BI DiI inh,-11,-28,5
Wnt act,-16,8,nt
V-ATPase pH,3,-1,2
NSD2 inh,-7,-2,-3

The listing continues.
#9 Cc1oc(-c2ccc(-c3ccccc3)cc2)nc1CN(CCO)C(C)C
#10 Cc1occc1C(=O)NCc1nc(-c2ccc(Cl)cc2)no1
#11 COc1ccc(N2CCN(CC(O)COc3c(OC)cccc3OC)CC2)cc1 (centres undefined)
#12 CN1C(=O)C2C(c3ccc(N(C)C)cc3)NN(Cc3ccccc3)C2C1=O (centres undefined)
#13 Cc1cc(C(=O)NCC(c2ccco2)N(C)C)no1 (centres undefined)
#14 CSc1ncccc1C(=O)NC1CCCCCCC1
#15 CCOC(=O)Sc1nc2ncncc2[nH]1
#16 C/C(CC(=O)NC(C)C)=N\NC(=O)COc1cc(C)c(Br)cc1Br
screen / no.,9,10,11,12,13,14,15,16
CDK5 inh,-0.5,-1.1,0.9,-0.1,-5.3,1.3,2.1,-0.9
dFosB act,-8,-8,-3,-7,-4,4,9,-13
PvdQ acylase,-13,-3,-17,0,-16,14,1,-22
HTR5A ag ctr,7,2,1,-5,-3,0,-4,-1
MITF TRPM1 HTS,36,nt,-6,8,-2,32,-1,6
HTR5A inv ctr,-14,-7,-4,-21,15,0,13,4
SR-BI DiI inh,14,nt,nt,32,-20,-23,28,35
Wnt act,12,-3,-1,1,0,1,-4,nt
V-ATPase pH,-2,2,7,2,2,0,2,2
NSD2 inh,2,3,4,nt,5,-2,-3,1

#17 O=C(c1ccc2nc3ccc(Cl)cc3c(=O)n2c1)N1CCOCC1
#18 C/C(=N\NC(=S)NCCc1ccccc1)c1ccc(Cl)cc1
#19 O=C(O)c1ccc(-n2c(-c3ccccc3)n[nH]c2=S)cc1
#20 COc1ccc(Cl)cc1NC(=O)COC(=O)CCNS(=O)(=O)c1cccs1
#21 Cc1ccc(C)c(NC(=O)CS(=O)(=O)c2c[nH]c3ccccc23)c1
#22 Cc1ccc(NC2=C(N3CCOCC3)C(=O)c3ccccc3C2=O)cc1
#23 C=CCNC(=O)c1ccccc1NC(=O)c1cccc2ccccc12
#24 COCCNC(=O)c1csc2c1CCCC2
screen / no.,17,18,19,20,21,22,23,24
CDK5 inh,0.4,-1.4,-0.2,-0.7,0.1,3.1,-0.4,0.5
dFosB act,-15,2,-3,-2,1,-8,-8,-1
PvdQ acylase,-7,-8,-7,-8,-8,-6,4,-10
HTR5A ag ctr,4,-1,-6,2,1,1,7,-6
MITF TRPM1 HTS,-1,-8,-18,-2,nt,-6,nt,4
HTR5A inv ctr,-1,3,13,6,-26,-3,-13,17
SR-BI DiI inh,-21,-4,-20,-21,7,60,7,-10
Wnt act,nt,nt,6,2,-3,nt,nt,-10
V-ATPase pH,1,-2,0,-1,-1,-5,-1,5
NSD2 inh,-4,0,4,10,0,101*,-5,-2

#25 Cc1ccccc1CNC(=O)c1ccc2ccccc2n1
#26 Fc1ccccc1-c1cc2ncccc2cn1
#27 O=C(NCCS(=O)(=O)N1CCN(c2cccc(Cl)c2)CC1)C1CCCC1
#28 COC(=O)c1ccc(NC(=O)c2ccccc2-c2ccccc2C(=O)O)cc1
#29 Cc1nc2cc(NC(=O)c3cccc(S(C)(=O)=O)c3)ccc2o1
#30 O=C(Nc1ccc(Oc2ccccc2)cc1)C1CCCN(c2ncccn2)C1 (centres undefined)
#31 Cc1c(NC(=O)CSc2ccccc2C(=O)Nc2cccnc2)c(=O)n(-c2ccccc2)n1C
#32 COc1ccc(C(=O)NC2CCC(O)CC2)cc1S(=O)(=O)NCc1ccc(Cl)cc1 (centres undefined)
screen / no.,25,26,27,28,29,30,31,32
CDK5 inh,1.7,-0.5,0.0,-0.4,-0.7,2.0,-1.6,-0.3
dFosB act,-5,-6,-4,-1,-4,-9,-2,-6
PvdQ acylase,-15,-27,-6,4,-3,-22,-9,2
HTR5A ag ctr,8,4,3,-5,-4,5,5,6
MITF TRPM1 HTS,-12,71,5,0,11,-1,8,-2
HTR5A inv ctr,-21,0,-10,12,-20,-30,7,11
SR-BI DiI inh,-12,-14,1,-34,7,-9,-21,14
Wnt act,-1,34*,0,-1,-2,nt,nt,-3
V-ATPase pH,-2,4,0,-3,0,4,-1,-2
NSD2 inh,0,nt,-2,0,0,-10,0,-3

Single records, as listed above. Order of screens: CDK5 inh | dFosB act | PvdQ acylase | HTR5A ag ctr | MITF TRPM1 HTS | HTR5A inv ctr | SR-BI DiI inh | Wnt act | V-ATPase pH | NSD2 inh
O=C(NCCS(=O)(=O)N1CCN(c2cccc(Cl)c2)CC1)C1CCCC1 in the list: 0.0 | -4 | -6 | 3 | 5 | -10 | 1 | 0 | 0 | -2
Cc1ccccc1CNC(=O)c1ccc2ccccc2n1 in the list: 1.7 | -5 | -15 | 8 | -12 | -21 | -12 | -1 | -2 | 0
Fc1ccccc1-c1cc2ncccc2cn1 in the list: -0.5 | -6 | -27 | 4 | 71 | 0 | -14 | 34* | 4 | nt

Additional entries follow:
#33 CCCCn1c(SCC(=O)Nc2nnc(CC)s2)nc2ccccc2c1=O
#34 CC(C)c1ccc(C(O)P(=O)(OCc2ccccc2)c2ccc(N(C)C)cc2)cc1 (centres undefined)
#35 O=C1NC[C@H](Cc2ccccc2)N(CC2CCN(CCC34CC5CC(CC(C5)C3)C4)CC2)C1=O
#36 CCC(=O)N1CCc2cc(S(=O)(=O)N(C)c3ccc(Br)cc3)ccc21
#37 Cc1c(Cl)cccc1NC(=O)c1nc(C)n(-c2cc(OC(C)C)c(Cl)cc2Cl)n1
#38 Cc1cc(C)cc(COc2ccc3c(C)c(CC(=O)O)c(=O)oc3c2C)c1
#39 Cc1cccc(C)c1NC(=O)CSc1nnc(-c2ccncc2)n1Cc1ccco1
#40 CCc1ccc(S(=O)(=O)NCCc2cn3ccccc3n2)s1
screen / no.,33,34,35,36,37,38,39,40
CDK5 inh,-0.4,-10.0,0.8,1.9,0.2,3.1,6.9,-0.8
dFosB act,0,-13,0,-2,1,-7,0,1
PvdQ acylase,-8,-20,8,-9,-10,12,7,0
HTR5A ag ctr,-1,16,2,1,1,4,13,-2
MITF TRPM1 HTS,-3,nt,15,0,nt,12,2,-1
HTR5A inv ctr,2,-16,-8,-2,-4,-15,-31,-17
SR-BI DiI inh,13,-2,-4,31,14,-18,23,-20
Wnt act,nt,-3,-3,1,nt,-4,-2,nt
V-ATPase pH,-3,1,0,1,-2,1,-7,1
NSD2 inh,-1,-1,nt,nt,1,-1,-1,-6

#41 O=C(NCC1CCCO1)c1cc(S(=O)(=O)N2CCOCC2)c(Cl)cc1Cl (centres undefined)
#42 CCc1ccc(N2C(=O)c3sc4nnc(-c5ccccc5)c(=O)n4c3C2=O)cc1
#43 CCC(C)[C@H](NC(=O)[C@@H]1CSC2c3ccccc3C(=O)N21)C(=O)N1CCCCC1 (some centres undefined)
#44 O=C(NCc1ccc2[nH]c3c(c2c1)CCCC3)c1ccc(S(=O)(=O)N2CCCC2)cc1
#45 COc1ccccc1C(=O)n1nc(-c2ccc(Cl)cc2)nc1N
#46 COC(=O)CNC(=O)c1c(C)cc(=O)oc1C
#47 CCOC(=O)CSc1nnnn1-c1cc(OC)c(Cl)cc1OC
#48 O=C1OCCN1C(=O)[C@H]1[C@H](c2ccccc2)C(c2cccc(Cl)c2)=NN1c1ccc(Br)cc1
screen / no.,41,42,43,44,45,46,47,48
CDK5 inh,0.3,-0.2,1.7,0.0,-2.6,-0.9,0.7,7.0
dFosB act,-2,-3,-12,-11,-5,-1,-5,-2
PvdQ acylase,0,-4,-5,-6,-1,-9,0,8
HTR5A ag ctr,0,-5,0,-3,-3,6,2,-2
MITF TRPM1 HTS,3,nt,6,-17,13,13,-6,-1
HTR5A inv ctr,1,13,-16,0,14,-15,-2,8
SR-BI DiI inh,-13,12,-14,37,25,-34,11,-7
Wnt act,-3,-2,-1,3,nt,nt,nt,-4
V-ATPase pH,1,2,-1,-3,1,0,5,1
NSD2 inh,27,0,3,nt,3,nt,4,nt

#49 COc1cc(/C=C(/NC(=O)c2ccccc2)C(=O)Nc2cccc(O)c2)c([N+](=O)[O-])cc1OC
#50 CSc1ccccc1C(=O)OCC(=O)NCCN1C(=O)CSC1=O
#51 COc1cc(-c2nc(CN3CCCCC3CCNC(C)=O)c(C)o2)ccc1F (centres undefined)
#52 COc1ccc(/C=C2/N=C(SC3CCOC3=O)N(c3cccc(OC)c3)C2=O)cc1 (centres undefined)
#53 C[C@H](CO)N1C[C@H](C)[C@@H](CN(C)C(=O)Nc2ccc3c(c2)OCO3)Oc2c(NC(=O)C3CCCCC3)cccc2C1=O
screen / no.,49,50,51,52,53
CDK5 inh,-3.8,4.1,-0.5,-1.9,-0.4
dFosB act,-18,2,-5,-1,2
PvdQ acylase,-27,-4,2,4,-12
HTR5A ag ctr,2,2,2,5,-3
MITF TRPM1 HTS,2,-10,-5,1,-2
HTR5A inv ctr,11,-6,-5,-20,9
SR-BI DiI inh,2,4,7,35,24
Wnt act,-1,2,-3,0,0
V-ATPase pH,-2,-1,7,3,-6
NSD2 inh,1,1,4,nt,nt

Assay outcomes deposited in PubChem BioAssay by several laboratories.
